# From PubChem BioAssay
# USP10 inh: inhibitors of human USP10 deubiquitinase; inhibition, % at 20 µM; AID 1645856, 2021; purified USP10, Ub-rhodamine fluorescence, 60 min; 47,000 compounds, 1.1% hits; Ubiquitin carboxyl-terminal hydrolase 10 (Homo sapiens), Q14694
# USP28 inh: inhibitors of human USP28 deubiquitinase | inhibition, % at 25 µM | purified USP28, Ub-rhodamine cleavage fluorescence, 30 min | AID 1645857, 2021 | 47,000 compounds, 3% hits
# USP8 inh: inhibitors of human USP8 deubiquitinase | Ubiquitin carboxyl-terminal hydrolase 8 (Homo sapiens), P40818 | purified USP8, Ub-rhodamine cleavage fluorescence, 30 min | inhibition, % at 20 µM | 47,000 compounds, 4.2% hits | AID 1645853, 2021
# USP17 block: inhibitors of human USP17 deubiquitinase; Ubiquitin carboxyl-terminal hydrolase 17-like protein 5 (Homo sapiens), A8MUK1; purified USP17, Ub-rhodamine cleavage fluorescence, 3 h; inhibition, % at 50 µM; 47,000 compounds, 6.5% hits
# OTUD3 inh: inhibitors of human OTUD3 deubiquitinase; OTU domain-containing protein 3 (Homo sapiens), Q5T2D3; purified OTUD3, Ub-rhodamine fluorescence, 2 h; inhibition, % at 25 µM; 47,000 compounds, 0.7% hits
# UCHL1 block: inhibitors of human UCHL1 deubiquitinase; Ubiquitin carboxyl-terminal hydrolase isozyme L1 (Homo sapiens), P09936; purified UCHL1, Ub-rhodamine cleavage fluorescence; inhibition, % at 20 µM; 47,000 compounds, 0.2% hits; AID 1645859, 2021
# USP7 inh: inhibitors of human USP7 deubiquitinase; Ubiquitin carboxyl-terminal hydrolase 7 (Homo sapiens), Q93009; purified USP7, Ub-rhodamine cleavage fluorescence; inhibition, % at 20 µM; 47,000 compounds, 0.3% hits; AID 1645854, 2021
# Target sequence (Q93009 whole entry, looked up): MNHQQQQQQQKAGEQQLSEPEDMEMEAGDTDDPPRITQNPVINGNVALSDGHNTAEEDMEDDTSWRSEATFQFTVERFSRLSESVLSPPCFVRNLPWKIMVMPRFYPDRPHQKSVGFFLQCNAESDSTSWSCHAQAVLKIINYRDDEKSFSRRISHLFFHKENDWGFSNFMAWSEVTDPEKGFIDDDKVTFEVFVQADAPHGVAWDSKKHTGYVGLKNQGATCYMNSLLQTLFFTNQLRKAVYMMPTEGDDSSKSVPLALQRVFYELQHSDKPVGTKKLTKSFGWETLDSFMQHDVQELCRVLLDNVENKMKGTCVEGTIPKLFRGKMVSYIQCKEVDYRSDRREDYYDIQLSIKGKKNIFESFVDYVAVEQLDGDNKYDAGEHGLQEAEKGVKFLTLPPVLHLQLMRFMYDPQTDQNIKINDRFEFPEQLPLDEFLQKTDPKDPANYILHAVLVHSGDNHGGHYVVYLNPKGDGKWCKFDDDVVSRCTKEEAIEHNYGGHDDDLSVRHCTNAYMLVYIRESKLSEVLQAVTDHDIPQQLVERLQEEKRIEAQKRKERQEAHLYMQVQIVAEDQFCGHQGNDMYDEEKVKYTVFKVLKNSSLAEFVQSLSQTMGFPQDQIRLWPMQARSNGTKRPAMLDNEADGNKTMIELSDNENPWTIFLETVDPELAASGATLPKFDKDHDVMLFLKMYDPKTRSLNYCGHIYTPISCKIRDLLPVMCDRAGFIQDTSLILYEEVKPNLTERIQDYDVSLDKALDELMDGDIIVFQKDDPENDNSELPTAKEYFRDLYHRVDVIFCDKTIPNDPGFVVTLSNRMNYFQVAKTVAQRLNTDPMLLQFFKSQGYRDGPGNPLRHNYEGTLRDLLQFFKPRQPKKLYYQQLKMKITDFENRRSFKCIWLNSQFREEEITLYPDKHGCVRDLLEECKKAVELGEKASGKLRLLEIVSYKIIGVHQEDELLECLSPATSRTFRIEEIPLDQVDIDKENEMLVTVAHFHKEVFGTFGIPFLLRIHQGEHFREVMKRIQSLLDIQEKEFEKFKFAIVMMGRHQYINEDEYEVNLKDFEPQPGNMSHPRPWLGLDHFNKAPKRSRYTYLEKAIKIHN
# USP30 block: inhibitors of human USP30 deubiquitinase. 47,000 compounds, 5.3% hits. Ubiquitin carboxyl-terminal hydrolase 30 (Homo sapiens), Q70CQ3. purified USP30, Ub-rhodamine cleavage fluorescence. inhibition, % at 25 µM
# The depositor's hits bear a star; x = not tested or not shown. Cut-off read from the data, not from the text of the source: active = inhibition above about 30%; inactive = the rest. Hits appear at their usual frequency; about 14% have a hit in one of these screens.
SMILES,USP10 inh,USP28 inh,USP8 inh,USP17 block,OTUD3 inh,UCHL1 block,USP7 inh,USP30 block
O=C(Nc1ccc(F)cc1F)c1ncoc1-c1cccs1,7.4,8.3,-0.2,7.5,3.8,3.4,12.2,14.9
Cn1ncc2c(N3CCOCC3)nc(C(=O)NCc3ccc(F)cc3)nc21,0.3,11.5,6.1,6.6,11.7,0.7,2.1,19.4
O=C(/C=C/c1cnc2ccccc2c1)NCc1ccccc1,2.7,16.6,3.5,50.1*,2.7,-0.5,4.1,41.4*
COCC1c2nnn(C)c2CCN1C(=O)c1cc(F)c(F)cc1C (stereo not drawn),0.9,9.3,-0.1,-2.3,12.4,0.0,3.5,18.5
CCc1nnc(C2CCN(C(=O)c3ccccc3Cl)CC2)s1,2.5,16.6,22.8,12.5,12.1,1.9,5.8,11.0
Clc1ccc(OCc2nc(-c3ccn4cnnc4c3)no2)cc1,-1.9,45.3*,-5.6,13.6,-91.4,-5.7,-9.7,-99.2
O=C(c1cccc2c1OCCO2)N1CCOCC1CCc1cnccn1 (stereo not drawn),0.1,5.4,13.0,4.8,3.1,-0.9,3.2,8.8
Cc1cc(C(=O)Nc2nc3c(s2)CN(C(=O)c2cnn(-c4ccccc4)c2C)CC3)no1,1.9,20.3,-21.4,6.6,5.7,5.1,4.2,25.2
Cc1cnc(C(=O)NC2CC3(CCOCC3)Oc3ccccc32)cn1 (stereo not drawn),0.0,1.8,12.5,14.3,6.9,0.8,2.1,4.5
CCOC(=O)[C@@H]1CN(C(=O)OCC(C)C)[C@H]2c3cccc(C)c3O[C@@H]12,6.1,x,6.0,20.7,-1.8,5.4,-46.7,x
Cc1ccc(C2C3=C(NCCN=C3c3ccccc3)C(=O)N2c2ccccc2)cc1 (stereo not drawn),-4.8,21.5,6.7,-5.7,16.6,0.1,-14.4,40.6*
CCSc1nc(NCC2CCCO2)c2c3c(sc2n1)COC(C)(C)C3 (stereo not drawn),-8.6,-29.4,-44.5,-32.8,-27.5,-2.8,-85.8,-58.3
CCOC(=O)Cc1ccc(NC(=O)N2CCCC2c2ccco2)cc1 (stereo not drawn),1.1,8.4,13.4,3.4,9.6,3.4,3.9,5.8
CCOc1ccccc1C(=O)N1CCC2(CC1)CC(=O)c1ccccc1O2,-0.6,1.5,12.6,-4.7,0.1,2.0,-0.5,23.7
CC(=O)c1cccc(NC(=O)C(C)Nc2nc(Nc3cc(C)cc(C)c3)nc(Nc3cc(C)cc(C)c3)n2)c1 (stereo not drawn),5.2,-1.5,10.0,0.7,-7.2,0.4,7.7,-19.4
Cc1ccc(Cc2nc(-c3cccc(-c4ccn[nH]4)c3)no2)cc1,10.2,45.4*,17.5,10.5,6.6,10.2,-18.3,2.2
CCOc1ccc(N(Cc2cc3cc(OC)ccc3[nH]c2=O)S(=O)(=O)c2ccccc2)cc1,1.4,-6.6,-48.5,-6.6,-0.3,-6.1,-1.0,-11.7
CCOC(=O)c1ccc(N2CCN(C(=O)c3ccccc3)CC2)c(NC(=O)/C=C/c2ccc(C(C)C)cc2)c1,7.0,3.3,17.8,0.7,0.5,6.8,10.8,11.6
COc1cccc(CNC(=O)C2(C)CCN(c3ccc(C)nn3)CC2)c1,1.5,4.7,0.1,2.5,15.8,2.8,2.1,5.2
Cc1cc(C)nc(N2CCC(C(=O)NC(C)c3ccccc3)CC2)n1 (stereo not drawn),1.5,-4.5,0.7,20.3,-1.0,0.3,0.8,6.3

# Exported bar-delimited: part of the list above
Structure | USP10 inh | USP28 inh | USP8 inh | USP17 block | OTUD3 inh | UCHL1 block | USP7 inh | USP30 block
CCOC(=O)[C@@H]1CN(C(=O)OCC(C)C)[C@H]2c3cccc(C)c3O[C@@H]12 | 6.1 | x | 6.0 | 20.7 | -1.8 | 5.4 | -46.7 | x
Cc1ccc(C2C3=C(NCCN=C3c3ccccc3)C(=O)N2c2ccccc2)cc1 (stereo not drawn) | -4.8 | 21.5 | 6.7 | -5.7 | 16.6 | 0.1 | -14.4 | 40.6*
CCSc1nc(NCC2CCCO2)c2c3c(sc2n1)COC(C)(C)C3 (stereo not drawn) | -8.6 | -29.4 | -44.5 | -32.8 | -27.5 | -2.8 | -85.8 | -58.3
CCOC(=O)Cc1ccc(NC(=O)N2CCCC2c2ccco2)cc1 (stereo not drawn) | 1.1 | 8.4 | 13.4 | 3.4 | 9.6 | 3.4 | 3.9 | 5.8
CCOc1ccccc1C(=O)N1CCC2(CC1)CC(=O)c1ccccc1O2 | -0.6 | 1.5 | 12.6 | -4.7 | 0.1 | 2.0 | -0.5 | 23.7
CC(=O)c1cccc(NC(=O)C(C)Nc2nc(Nc3cc(C)cc(C)c3)nc(Nc3cc(C)cc(C)c3)n2)c1 (stereo not drawn) | 5.2 | -1.5 | 10.0 | 0.7 | -7.2 | 0.4 | 7.7 | -19.4
Cc1ccc(Cc2nc(-c3cccc(-c4ccn[nH]4)c3)no2)cc1 | 10.2 | 45.4* | 17.5 | 10.5 | 6.6 | 10.2 | -18.3 | 2.2
CCOc1ccc(N(Cc2cc3cc(OC)ccc3[nH]c2=O)S(=O)(=O)c2ccccc2)cc1 | 1.4 | -6.6 | -48.5 | -6.6 | -0.3 | -6.1 | -1.0 | -11.7
CCOC(=O)c1ccc(N2CCN(C(=O)c3ccccc3)CC2)c(NC(=O)/C=C/c2ccc(C(C)C)cc2)c1 | 7.0 | 3.3 | 17.8 | 0.7 | 0.5 | 6.8 | 10.8 | 11.6
COc1cccc(CNC(=O)C2(C)CCN(c3ccc(C)nn3)CC2)c1 | 1.5 | 4.7 | 0.1 | 2.5 | 15.8 | 2.8 | 2.1 | 5.2
Cc1cc(C)nc(N2CCC(C(=O)NC(C)c3ccccc3)CC2)n1 (stereo not drawn) | 1.5 | -4.5 | 0.7 | 20.3 | -1.0 | 0.3 | 0.8 | 6.3

# (continued)
SMILES,USP10 inh,USP28 inh,USP8 inh,USP17 block,OTUD3 inh,UCHL1 block,USP7 inh,USP30 block
COc1ccc(CNC(=O)C2CCCN(S(=O)(=O)Cc3ccc(Cl)cc3)C2)cc1 (stereo not drawn),5.7,27.1,24.8,13.8,14.2,4.1,5.1,47.0*
O=C(NC1CCN(Cc2ccccc2)CC1)N1CCC(c2nc3ncccc3[nH]2)CC1,-1.8,2.9,0.9,-5.4,8.7,-1.3,1.3,-16.6
O=C1C(NS(=O)(=O)Cc2cccc(F)c2)CCN1c1ccc(F)cc1 (stereo not drawn),0.9,11.1,-10.5,43.0*,-3.3,-4.5,-1.7,-3.1
CCN1C(=O)[C@H]2CN(C(C)=O)C[C@H]2C12CCN(S(=O)(=O)c1ccccc1F)CC2,-0.1,4.3,21.8,5.6,9.4,0.9,2.4,14.2
Cc1n[nH]c(C)c1S(=O)(=O)Nc1ncn(Cc2ccc(F)cc2)n1,0.5,-2.0,6.9,1.3,3.1,-0.6,1.6,1.7
CC(C)NC(=O)N1C[C@H]2C[C@H](C(=O)Nc3ccc4c(c3)OCO4)[C@@H](C1)O2,3.3,-9.5,-13.2,-1.3,-4.2,-3.4,1.8,-4.8
CCCc1noc(-c2ccnc(-n3ncc(C(=O)N4CCCC4)c3C)c2)n1,-0.1,2.0,0.2,0.8,3.0,0.7,-0.7,-12.8
O=C(N[C@@H](Cc1ccccc1)C(=O)N1CCC2(CC1)NCCc1[nH]cnc12)c1ccc2c(c1)OCO2,-3.7,-11.2,8.0,0.0,-3.4,-2.8,-1.8,-19.2
O=C(Cc1ccccc1)N1CCN(c2ccnc3cc(Cl)ccc23)CC1,0.4,1.6,-42.1,-2.5,-2.1,-0.7,-70.3,19.5
COc1ccc(N2CCn3c(SCC(=O)Nc4ccccc4)nnc32)cc1,4.8,5.0,14.1,26.2,1.9,6.7,7.9,42.7*
CCc1noc(C)c1C(=O)N1CCOC(c2nc(C(C)(C)C)n[nH]2)C1 (stereo not drawn),0.3,-9.5,-4.5,-3.7,-4.7,-2.9,-1.1,-1.8
O=C(c1cc2c(s1)CCC2)N1CCc2ccccc2C1,3.5,11.1,17.1,10.6,13.9,0.1,-19.0,15.1
CC(NC(=O)COC(=O)c1ccc(O)cc1)c1ccccc1 (stereo not drawn),-2.8,3.3,-1.5,-1.5,13.5,0.5,5.1,15.5
CC1(C(=O)NC2CCCC2)CCC(=O)N1Cc1cccc(Cl)c1 (stereo not drawn),-0.1,-12.9,0.4,-2.0,-0.3,-6.0,-6.1,-11.2
COCCN1CCC2(CC1)CC(NC(=O)C1(C#N)CC1)c1ccccc1O2 (stereo not drawn),-2.8,-7.8,-1.0,-26.2,0.0,-3.8,0.7,-12.2
Cc1ccc(NC(=O)COc2cccc(-n3cnnn3)c2)cc1F,5.4,14.6,14.3,26.1,12.9,3.4,4.8,27.8
COc1ccc(CN(C(=O)c2cccs2)c2ccccc2)cc1,6.9,15.6,13.9,23.7,11.9,-0.4,0.1,22.6
Cc1ccc2cc3c(nc2c1)OC(=O)N(CCc1ccc(F)cc1)C3,-0.4,-5.7,-1.4,0.8,0.0,-3.1,0.1,4.0
CCC1(C)Cc2c(sc3nc(SCC(=O)Nc4ccc(C(C)=O)cc4)nc(N)c23)CO1 (stereo not drawn),16.3,4.5,-0.7,63.2*,4.5,1.4,2.7,-1.6
COc1cc2c(cc1OC)CN(C(=O)c1sccc1C)CC2,0.0,1.5,-2.4,0.3,5.8,0.5,-6.6,4.5
COc1ccccc1NC(=O)CC1C(=O)N(Cc2ccc(C)cc2)c2nc3ccccc3n21 (stereo not drawn),3.1,7.9,7.2,11.6,0.7,7.7,-19.9,13.4
Cc1cccc(NC(=O)CCc2c(C)nn3cnnc3c2C)c1C,0.4,-8.3,-81.7,7.6,0.6,-2.6,0.0,-0.3
CCCc1nc2sc3c(NCc4ccco4)ncnc3c2c2c1CCC2,-1.6,80.2*,21.9,-13.2,-27.8,-3.1,-3.1,-21.1
O=C(C1CC1)N1CCCCCC1C1CCNCC1 (stereo not drawn),0.3,1.3,14.0,0.9,6.2,1.2,-0.4,-6.9
Cc1ccc2nc(C3CN(C(=O)NCc4ccc(F)cc4)C3)[nH]c2c1,-2.8,0.9,-147.9,-32.6,0.1,-1.7,0.7,0.2
COc1ccc(CNC(=O)C2Cn3ccnc3C3(CCN(CCC(C)C)CC3)O2)cc1 (stereo not drawn),-5.0,3.9,-185.4,-15.9,4.0,-0.2,16.0,4.7
CS(=O)(=O)Nc1ccc(-c2cn3cccnc3n2)cc1,0.1,x,-2.5,1.8,1.1,1.5,6.3,x
COc1cccc(C(=O)N2CCC(c3[nH]nc4nccnc34)CC2)c1,2.4,-0.5,-49.1,-3.3,1.6,-0.7,0.7,28.6
Cc1nnc(Nc2cccc(C3CCCN(CC(N)=O)C3)n2)s1 (stereo not drawn),3.5,11.2,5.1,7.9,10.9,0.0,0.6,30.1*
CC(C)CC(=O)Nc1ccc(C(=O)COc2ccc(C(=O)c3ccc(F)cc3)cc2)cc1,-7.7,-76.4,-12.8,-19.4,-54.2,-6.2,-13.0,-260.1
O=C(c1ccncc1)N1CCN(c2cccc(C(F)(F)F)c2)CC1,-0.2,-10.3,-8.4,x,-7.8,-1.6,-0.1,-0.5
O=C(CCn1cnc2cc(-c3noc(-c4ccncc4)n3)ccc21)N1CCCC1,-0.3,0.0,-0.5,-5.4,-3.6,-5.0,2.4,-3.5
CS(=O)(=O)c1cccc(N2CCN(Cc3ccc(F)cc3F)C2=O)c1,-3.7,33.1*,-17.9,-27.1,-4.8,-0.5,-4.2,8.7
Cc1nc(-c2cc(S(=O)(=O)N3CCCC3)cn2C)sc1C(=O)N1CCCC1,0.7,9.3,-8.1,8.7,15.0,1.1,1.6,7.5
COCCn1ccc2nc(C)c(C(=O)N3CCN(c4cc(C)ccc4C)CC3)cc2c1=O,-4.0,-18.5,5.8,-14.8,-33.5,1.9,3.2,-100.9
O=C(CN(CCC1=CCCCC1)S(=O)(=O)c1ccc(Cl)cc1)Nc1ccc(F)c(F)c1,7.9,-9.7,7.7,-7.2,-18.1,5.1,2.8,-15.9
CSc1nc(N2CCCC2)c2sccc2n1,-0.9,8.9,-5.0,40.3*,0.0,-0.2,0.0,26.1
CC(C)C[C@H](NC(=O)[C@H](Cc1ccccc1)n1c(=O)[nH]c2ccccc2c1=O)C(=O)N1CCC(C(=O)O)CC1,1.8,-4.7,-65.1,-11.8,-2.9,-1.5,-2.2,-5.8
O=C(CCCC(=O)N1CC[C@H]2NCCCCC[C@H]21)Nc1ccccn1,-3.8,-0.3,-10.4,-1.6,4.8,-0.6,1.3,-24.8
O=C(NCc1noc(-c2ccccc2)n1)c1ccc(-c2noc(C3CC3)n2)cc1,3.2,27.7,8.2,32.4*,6.4,4.2,4.4,13.1
Cc1cccc(C)c1NC(=O)COC(=O)CCc1ccc(S(=O)(=O)N2CCCCC2)cc1,1.5,-0.2,0.5,x,3.4,1.4,-0.1,15.8
C/C=C/C1=C(Cl)[C@@H](O)C(Cl)[C@@]1(O)C(=O)OC (stereo partly drawn),-9.5,-9.5,-14.8,-43.0,-10.6,-5.2,-46.2,-110.7
